# Screening results: PubChem, National Center for Advancing Translational Sciences (NCATS)
# EPAC1 antagonist: blocks human EPAC1 exchange factor; O95398; hit rate 0.14% among 360,000; Potency, µM (top dose mostly 115 µM), without a hit: top-dose activity change, negative = inhibition, most hits filed as inhibitors; AID 720709; EPAC1 GEF assay, Rap1b-BODIPY-GDP exchange fluorescence;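 also: potency is read from the fitted curve at half-maximal effect; plate controls were vehicle for no effect and positive control for full effect; nearly all actives have a fitted effect of over 50% in size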
# Target sequence (O95398 whole entry, looked up): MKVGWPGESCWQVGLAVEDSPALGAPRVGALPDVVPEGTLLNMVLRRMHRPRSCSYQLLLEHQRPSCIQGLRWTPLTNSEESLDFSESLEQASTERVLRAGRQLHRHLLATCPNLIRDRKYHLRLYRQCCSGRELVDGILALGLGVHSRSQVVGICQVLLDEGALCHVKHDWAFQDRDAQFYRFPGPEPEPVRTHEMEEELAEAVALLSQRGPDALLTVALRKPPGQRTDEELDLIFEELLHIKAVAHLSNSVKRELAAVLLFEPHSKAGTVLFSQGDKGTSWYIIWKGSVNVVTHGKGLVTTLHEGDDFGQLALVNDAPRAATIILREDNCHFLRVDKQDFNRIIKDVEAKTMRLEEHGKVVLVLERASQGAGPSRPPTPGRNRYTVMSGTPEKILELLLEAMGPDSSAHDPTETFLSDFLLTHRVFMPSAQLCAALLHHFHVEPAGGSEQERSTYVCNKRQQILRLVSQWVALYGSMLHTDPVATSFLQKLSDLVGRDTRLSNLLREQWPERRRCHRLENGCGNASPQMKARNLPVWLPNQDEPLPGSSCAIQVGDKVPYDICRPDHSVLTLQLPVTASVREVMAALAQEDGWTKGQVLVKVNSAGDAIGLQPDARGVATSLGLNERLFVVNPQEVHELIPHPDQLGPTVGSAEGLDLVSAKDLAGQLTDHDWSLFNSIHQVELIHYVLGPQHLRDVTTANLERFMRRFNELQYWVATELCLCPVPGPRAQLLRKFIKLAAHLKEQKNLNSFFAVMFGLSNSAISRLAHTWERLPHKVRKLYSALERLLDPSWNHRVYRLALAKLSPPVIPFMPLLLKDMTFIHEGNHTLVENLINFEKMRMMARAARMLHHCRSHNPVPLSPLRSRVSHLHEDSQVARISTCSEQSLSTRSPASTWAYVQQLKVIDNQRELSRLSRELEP
# PLK1 PBD inh: PLK1 (human) polo-box domain binding inhibition | P53350 | Plk1 PBD binding of FITC phosphopeptide, fluorescence polarization | Potency, µM, for the others: max response, negative = inhibition, most hits filed as inhibitors | hit rate 2.8% among 360,000; also: potency is read from the fitted curve at half-maximal effect; series mostly up to about 57 µM; % is scaled to controls: 0 for no effect and ±100 for the full control effect; nearly all actives have a fitted effect of over 65% in size
# WRN helicase inh: WRN helicase (human) inhibition; Potency, µM (highest dose often 114 µM), for inactives: top-dose activity change, negative = inhibition, most hits filed as inhibitors; Q14191; AID 651768; hit rate 0.46% among 360,000; WRN helicase unwinding, fluorescent forked duplex, kinetic; also: potency is read from the fitted curve at half-maximal effect; % is scaled to controls: 0 for no effect and ±100 for the full control effect; nearly all actives have a fitted effect of over 55% in size
#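 Kinetic red-fluorescence monitoring (525/598 nm) tracks WRN helicase activity after 100 nM fluorophore-quencher forked duplex and 2 mM ATP are added to 20 nM enzyme pretreated 15 min at room temperature with compound.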
# CCT modulator: modulators of cytosolic chaperonin (CCT/TRiC) activity; purified chaperonin ATPase assay, HTRF ADP detection, 30 min; activity change, % (test concentration not listed), hits read low; hit rate 0.3% among 360,000; AID 651819; in the data active = activity change below about -30%; also: % is scaled to controls: 0 for no effect and ±100 for the full control effect
#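 TRiC (40 or 20 nM final, by batch activity) in 30 mM Tris pH 7.4, 100 mM KCl, 5 mM MgCl2, 1 mM DTT was treated with compound at 76 uM single dose, then 10 uM ATP, 30 min at 37 °C. ADP was read by HTRF Transcreener.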
# EPAC1 agonist: agonists of human EPAC1 | O95398 | EPAC1 agonist qHTS, biochemical assay; response scale: 100% = response to 6.5 mM cAMP | Potency, µM (titrated, usually from 154 µM), without a hit: at the top dose activation, actives largely listed as activators | hit rate 0.073% among 360,000 | AID 720707; also: potency is read from the fitted curve at half-maximal effect; nearly all actives have a fitted effect of over 60% in size
#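 Normalized to 6.5 mM cAMP, activity reflects EPAC1-catalysed release of BODIPY-GDP from Rap1B, followed kinetically over 30 min at 480 nm excitation, 540 nm emission. Reaction contained 100 nM EPAC1, 250 nM Rap1B-BODIPY-GDP, 50 uM GDP.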
# Mm-Cpn inhibitor: inhibitors of Methanococcus maripaludis chaperonin (MmCpn). Potency, µM (titrated, usually from 76.9 µM), inactives show top-dose activity, negative = inhibition, usual class: inhibitors. hit rate 0.031% among 330,000. AID 504842. purified Mm-Cpn ATPase, ADP Transcreener TR-FRET; also: potency is read from the fitted curve at half-maximal effect; % is scaled to controls: 0 for no effect and ±100 for the full control effect; nearly all actives have a fitted effect of over 80% in size
#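 Purified archaeal Mm-CPN (25nM final) preincubated 10 min at 37degC with compound, then 10uM ATP for 30 min at 37degC; ADP measured by HTRF Transcreener TR-FRET; buffer 30 mM TRIS pH 7.4, 100mM KCl, 5mM MgCl2, 1mM DTT.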
# EPAC2 antag: blocks human EPAC2 exchange factor. AID 720708. EPAC2 GEF exchange of Rap1B-BODIPY-GDP, fluorescence. Q8WZA2. Potency, µM (titrated, usually from 114 µM), for inactives: at the top dose activity, negative = inhibition, hits mostly inhibitors. hit rate 0.18% among 360,000; also: potency is read from the fitted curve at half-maximal effect; % is scaled to controls: 0 for no effect and ±100 for the full control effect; nearly all actives have a fitted effect of over 45% in size; many of its hits are not listed in these tables
# PI5P4Ka inh: PI5P4K alpha (human) kinase inhibition; PI5P4Kalpha enzyme, ADP-Glo luminescence, 60 min; hits give low values; max response, %; hit rate 1.2% among 330,000; P48426; AID 652105; active = max response of -50% or lower; inconclusive = between -30% and -50%; inactive = -30% or higher; also: value at the top dose of about 77 µM; % is scaled to controls: 0 for no effect and ±100 for the full control effect
#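 Enzyme plus substrate dispensed, test compounds pinned in, then ATP (5 microM final) added. After 60 min at RT, ADP-Glo reagent 1 for 45 min and reagent 2 for 30 min preceded luminescence imaging.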
# * = called active by the depositor; ? = inconclusive; / = not tested or not shown; [ ] = dose if it differs, or a comment. Unless noted, calls follow the shape of the dose curve; as a rule, active = well fitted curve in the direction sought with a large enough effect; inconclusive = small, poorly fitted or top-dose-only effect, or another doubt; inactive = no such curve, though single readings can be large; an effect the other way counts as inactive or inconclusive.
SMILES,EPAC1 antagonist,PLK1 PBD inh,WRN helicase inh,CCT modulator,EPAC1 agonist,Mm-Cpn inhibitor,EPAC2 antag,PI5P4Ka inh
C=C1C(=O)O[C@@H]2[C@H]1[C@@H](OC(=O)/C(C)=C/C)C/C(C)=C\C(=O)/C=C(\C)[C@@H]2O,-23%,-26%,-7%[11.6 µM],-0.2,-4%,0%,-24%,-16
CC(=O)c1cc2c(cc1NC(=O)C1CN(C(C)=O)c3ccccc3O1)OCO2 (stereo not given),2%,2%,-7%,-1.9,-1%,-2%,-1%,-17
Cc1ccc([N+](=O)[O-])cc1-c1ccc(/C=N/NC(=O)CN2CCOCC2)o1,-20%,-6%,-3%,2.6,-9%,-2%,9%,-3
Cc1ccc(NC(=O)c2cc3c(s2)CCC3)cc1S(=O)(=O)N1CCOCC1,-9%,-6%,-17%,0.6,3%,0%,-12%,-25
CC(Oc1cccc(Cl)c1)C(=O)NCc1ccc(S(N)(=O)=O)cc1 (stereo not given),-6%,19µM*,3%,1.8,-6%,1%,-3%,-25
Cc1ccc(C(=O)NCCC(=O)NCc2ccco2)cc1,-9%,-3%,7%,-0.4,-10%,0%,-1%,4
CN1C(=S)SC(/[N+]([O-])=C/c2cccnc2)C1(C)C (stereo not given),-10%,-4%,2%,-0.1,9%,2%,5%,-5
COc1ccc(CCNC(=S)Nc2cccc3ccccc23)cc1,-16%,-17%,8%,0.0,-1%,-7%,10%,-6
COCCn1c(SCC(=O)Nc2ccc(Cl)cn2)nc2ccccc21,-3%,-3%,5%,2.2,4%,1%,0%,/
O=C(Cc1cccc(NC(=O)C2CCN(S(=O)(=O)c3cccc([N+](=O)[O-])c3)CC2)c1)Nc1cccc(C(=O)N2CCOCC2)c1,-11%,-8%,1%,0.6,6%,/,30%,-1
Cc1nc2oc3ccc(Cl)cc3c(=O)c2cc1C(=O)O,-5%,4%,-5%,1.7,2%,0%,4%,-21
COc1ccc(/C=N/NC(=O)c2ccccc2)cc1CN1CCN(c2ccc(F)cc2)CC1,-1%,-11%,-26%,-2.2,-3%,3%,-5%,-12
CC(C)C[C@@H](CN)NC(=O)c1nc[nH]c1C(=O)N[C@@H](CC(C)C)C(=O)CNC[C@H](C)NC(=O)c1nc[nH]c1C(=O)N[C@@H](CC(=O)O)C(=O)O,10%,-23%,5%,0.3,-3%,/,14%,-9
Cc1ccc(OCc2cc(C(=O)N3CCN(CC(=O)NC(C)C)CC3)no2)cn1,6%,27µM*,4%,-1.9,1%,-27%,-4%,0
O=C(C[n+]1cccc(C(=O)N/N=C/c2ccc(Br)cc2)c1)c1ccccc1,-15%,-3%,8%,-0.7,-16%,-5%,6%,-24
CCOC(=O)C1(Cc2cccc(F)c2)CCN(Cc2cn(CC)nc2C)CC1,-4%,-8%,-3%[57.1 µM],-1.6,-7%,-1%,-5%,14
O=S(=O)(c1ccccc1)N1CCN(C2CCN(Cc3ccccc3)CC2)CC1,1%,-10%,-18%,-3.7,-3%,-3%,-10%,13
CCCCN(C(=O)/C=C/c1ccccc1)C1CCS(=O)(=O)C1 (stereo not given),10%,5%,3%,2.4,5%,-2%,6%,-5
CCCC(=O)c1cc(F)c(N2CCN(C(=O)OCC)CC2)cc1C,-5%,-2%,-5%,1.6,-6%,0%,0%,0
COc1ccccc1C(=O)Nc1ccc(-c2nnn(CC(=O)N3CCN(C(=O)c4ccco4)CC3)n2)cc1,19%,-3%,-5%,-3.0,10%,1%,8%,-3
CC(C)=CCN1CCN(CCCc2ccccc2)CC1CCO (stereo not given),1%,0%,-2%,-0.7,11%,-19%,1%,8
CC(C)c1ccc(-c2c(C#N)c(N)nc(SCC(=O)N3CCCCC3)c2C#N)cc1,-10%,-27%,2%,-0.3,13%,0%,-2%,/
COC(=O)CC[C@@H](C(=O)O)N1C(=O)c2ccccc2C1=O,2%,-2%,10%[57.1 µM],-1.1,-2%,0%,-1%,2
CCOc1ccc(NC(=O)CN(C)C(=O)CC(NC(=O)c2ccccc2)c2ccccc2)cc1OCC (stereo not given),10%,-6%,-2%,-2.0,4%,-1%,-2%,10
Cc1ccccc1C(=O)NC=C1C(=O)OC(C)(C)OC1=O,5%,?,-12%,-1.2,7%,0%,1%,-7
CCOc1ccccc1OC(=O)c1ccco1,-1%,-6%,-2%,-2.1,4%,/,-6%,0
CCC1CCCCN1CCCNC(=O)CCC(=O)N1CC(C)Oc2ccccc21 (stereo not given),25µM*,-12%,-7%[11.6 µM],-3.2,-16%,1%,18%,1
Cc1sc2cc(-c3cccc([N+](=O)[O-])c3)c(-c3cccc([N+](=O)[O-])c3)c[n+]2c1C,7%,3%,-20%[57.1 µM],-2.0,-17%,0%,7%,-9
COC(=O)CN1C(=O)COc2ccc(S(=O)(=O)NCc3ccc(F)cc3)cc21,-7%,-5%,-12%,1.0,-3%,3%,-9%,3
Cc1ccc(C(=O)N2CCN(S(=O)(=O)c3ccc(C(C)C)cc3)CC2)s1,-5%,3%,-8%,-1.3,10%,-1%,-9%,-3
OCCN(CCO)c1ccc2ccccc2c1,3%,-2%,-5%,1.2,-8%,-12%,8%,1
O=C(O)c1ccccc1NS(=O)(=O)c1ccc(NNC(=S)Nc2ccc(OC(F)F)cc2)c([N+](=O)[O-])c1,?,11µM*,?,1.3,-10%,-3%,?,-82*
CCCn1nnnc1NCc1cccc(Cl)c1,8%,-3%,3%,-0.5,-2%,-6%,-4%,-3
Cc1ccc([N+](=O)[O-])cc1NC(=O)c1cccs1,-9%,-8%,10%,-2.7,3%,1%,4%,-9
CCCCNC(=O)C1c2ccccc2OCC(=O)N1CCc1c[nH]c2ccccc12 (stereo not given),-6%,-1%,3%,0.5,2%,/,4%,-1
CC(C)(O)c1[nH]c2ccc(C(F)(F)F)cc2c1C(C)(C)O,-11%,-11%,2%,0.5,-17%,1%,-8%,21
COc1ccc(C)cc1S(=O)(=O)N1CCCC(C(=O)N2CCN(c3ccccc3F)CC2)C1 (stereo not given),-4%,0%,-34%,-1.7,7%,2%,4%,15
CC(=O)CCn1cnc([N+](=O)[O-])n1,-3%,0%,-15%[57.1 µM],1.8,0%,0%,14%,2
COc1ccc(NC(=O)N(C)C[C@@H]2OCc3cn(nn3)CCCC(=O)N([C@H](C)CO)C[C@H]2C)c(OC)c1,-17%,-13%,7%,-0.6,-14%,/,5%,4
CCOC(=O)c1nn(-c2ccc(Cl)cc2C)ccc1=O,2%,-4%,-2%,-0.2,12%,-1%,7%,4
COC(=O)[C@]1(C)N[C@H](CN(C)C(=O)c2ccc(C(C)(C)C)cc2)[C@@H]2C(=O)N(Cc3ccccc3)C(=O)[C@@H]21,-4%,-2%,-5%,1.0,-13%,0%,-6%,0
Cc1ccc2nc(-c3cccc(S(=O)(=O)N(C)C)c3)cn2c1,1%,-18%,6%,1.3,-5%,-1%,10%,8
CCOC(=O)/C=c1\s/c(=C\c2ccc(C(=O)OC)cc2)c(=O)n1CC(=O)Nc1ccccc1,6%,-17%,-1%,-7.3,5%,1%,12%,1
Nc1cc(=O)[nH]c(SCC(=O)Nc2cc(S(=O)(=O)N3CCCCC3)ccc2Cl)n1,9%,-16%,6%,-0.7,-5%,-23%,18%,-16
O=[N+]([O-])c1cccnc1Sc1ccccc1Cl,6%,0%,-9%,-3.2,7%,/,-23%,10

# Marked active in EPAC1 antagonist, among the entries above:
SMILES | EPAC1 antagonist | PLK1 PBD inh | WRN helicase inh | CCT modulator | Mm-Cpn inhibitor | EPAC2 antag | PI5P4Ka inh
CCC1CCCCN1CCCNC(=O)CCC(=O)N1CC(C)Oc2ccccc21 (stereo not given) | 25µM* | -12% | -7%[11.6 µM] | -3.2 | 1% | 18% | 1

# The list goes on.
SMILES,EPAC1 antagonist,PLK1 PBD inh,WRN helicase inh,CCT modulator,EPAC1 agonist,Mm-Cpn inhibitor,EPAC2 antag,PI5P4Ka inh
CC(=O)Nc1ccc(/C=N/NC(=O)c2cc(-c3ccco3)nc3ccccc23)cc1,-9%,-13%,-1%,-0.4,10%,-1%,1%,0
Fc1cccc(NC(=S)NCc2ccccn2)c1,-27%,-27%,2%,-1.1,9%,0%,-1%,6
Cc1ccc(C(=O)OCc2cc(=O)n3c(C)csc3n2)s1,-3%,-4%,-4%,-2.1,-2%,1%,-1%,-8
CC(C)(CC(=O)OCC(=O)Nc1ccccc1F)CC1=NS(=O)(=O)c2ccccc2N1,?,-10%,4%,-2.7,4%,0%,-11%,0
CCN(CC)CCCC(C)n1c2nc(=O)[nH]c(=O)c-2nc2cc(Cl)ccc21 (stereo not given),/,0.75µM*,-25%,2.1,?,/,/,-7
COc1ccc(C2SCC(=O)N2c2nnc(C34CC5CC(CC(C5)C3)C4)s2)cc1 (stereo not given),15%,6%,-24%[57.1 µM],-2.1,7%,0%,3%,5
CN(C)C(=O)CSc1ccc(S(=O)(=O)N2CCOCC2)cn1,-21%,-10%,-1%,-0.1,8%,-4%,-4%,-9
CCc1nc2ccccc2c(C(=O)OCC(=O)N(C)Cc2ccccc2)c1C,-6%,3%,-4%,-0.9,-8%,-1%,-5%,1
CC(C)(C)OC(=O)NCCCCCNC(=O)c1nc[nH]c1C(=O)N1CCN(c2ccccc2)CC1,-13%,-13%,1%,-1.9,-4%,1%,0%,3
COC(=O)c1cccn(CC(=O)c2ccc(Cl)cc2Cl)c1=O,-2%,-9%,-4%,-24,7%,0%,4%,1
O=C(COC(=O)Cc1c[nH]c2ccccc12)Nc1ccccc1,5%,1%,-3%,1.3,1%,1%,-3%,-4
Cc1nn2c3ccccc3n(CCN3CCCCC3)c2nc1=O,3%,-12%,-4%,-2.2,3%,0%,-2%,0
CN(C)S(=O)(=O)c1ccc(NC(=O)CSc2nnc(-c3ccco3)n2N)cc1,-14%,-19%,-6%,-2.7,-4%,-6%,11%,0
CCCCc1nc(NCc2ccccc2)c(C#N)c2c1COC(C)(C)C2,-4%,-11%,-24%,-3.1,12%,0%,-3%,-1
COc1ccccc1CN1CC(C(=O)N2CCC(OC)CC2)CCC1=O (stereo not given),-1%,3%,-13%,0.7,-6%,-1%,18%,7
CN(Cc1ccccc1)C(=O)c1cc(=O)[nH]c2ccccc12,-23%,-11%,5%,0.3,7%,0%,-3%,-4
N#CCCn1c(SCC(=O)NCc2ccco2)nc2ccccc21,4%,-22%,-10%,-2.0,2%,-9%,6%,-12
CC(=O)Nc1ccccc1OCC(=O)NCCC1=CCCCC1,6%,-3%,7%,-0.6,-10%,-4%,16%,-7

# An excerpt. The share of hits here may be higher or lower than overall.
